Source: PubChem BioAssay
MrgX1 antag: antagonists of human MrgX1 receptor, primary screen, HEK293 cells, Fluo-4 calcium flux. AID 588676, 2011. actives 1.3% (n = 310,000). BAM8-22 antagonism; stronger effect = lower value. B-score at 10 µM. Mas-related G-protein coupled receptor member X1 (Homo sapiens), Q96LB2;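 active = calcium-response B-score plate-corrected more than 3 library SD below zero, starting fluorescence within 5 deviations, no agonist response on first addition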;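 note: peak minus trough fluorescence over baseline after final BAM8-22 challenge near maximal dose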
Target sequence (Q96LB2 whole entry, looked up): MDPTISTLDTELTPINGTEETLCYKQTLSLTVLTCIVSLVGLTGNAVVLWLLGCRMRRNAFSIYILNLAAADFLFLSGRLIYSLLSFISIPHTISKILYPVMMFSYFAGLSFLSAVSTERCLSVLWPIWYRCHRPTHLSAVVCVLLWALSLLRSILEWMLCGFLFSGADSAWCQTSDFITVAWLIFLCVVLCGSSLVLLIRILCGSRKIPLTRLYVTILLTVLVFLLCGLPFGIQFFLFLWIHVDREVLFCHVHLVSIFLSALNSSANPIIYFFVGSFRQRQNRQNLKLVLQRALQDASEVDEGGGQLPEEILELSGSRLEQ
RGS4 block: RGS4 inhibitors, primary screen, cell-based, HEK293 M3R inducible RGS4, calcium flux. actives 0.45% (n = 310,000). B-score at 10 µM. Regulator of G-protein signaling 4 (Homo sapiens), P49798. AID 463165, 2010. Fluo-4 calcium flux; stronger effect = higher value; triggered by carbachol at its EC20;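 active = B-score, a plate-corrected calcium signal, over three deviations above library mean, with baseline fluorescence within five deviations of library mean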;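 note: RGS4 expression induced by doxycycline in cells with stable M3 receptor; B-score is computed from the integrated fluorescence ratio over baseline after carbachol; higher B-score means a larger calcium signal and so more RGS4 inhibition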
Target sequence (P49798 whole entry, looked up): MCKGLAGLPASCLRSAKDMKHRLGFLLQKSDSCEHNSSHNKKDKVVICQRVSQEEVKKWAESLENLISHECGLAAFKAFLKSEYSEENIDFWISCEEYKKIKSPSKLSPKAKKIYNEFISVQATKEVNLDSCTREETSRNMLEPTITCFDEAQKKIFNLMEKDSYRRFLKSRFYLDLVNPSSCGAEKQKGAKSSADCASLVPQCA
SKKanGAS inh: S. pyogenes SKKanGAS growth inhibitors in kanamycin, primary screen, streptokinase expression inhibitor project, SKKanGAS strain, BacTiter-Glo luminescence. 6 h. inhibition, % at 7.5 µM. actives 1.3% (n = 300,000). AID 1662, 2009;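 active = mean replicate score, as percent of positive control median, at least 50; inconclusive = mean below 50 but one replicate at or above 50; inactive = mean and every replicate below 50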;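 note: strain carries kanamycin resistance gene driven by streptokinase promoter and grows in 40 µg/ml kanamycin; loss of luminescence reflects streptokinase promoter inhibition or plain growth inhibition; 0% = median of DMSO wells and 100% = positive control at its reference dose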
TRPC6 act: mouse TRPC6 channel activators, primary screen, cell-based, HEK293, membrane potential dye. HEK293-TRPC6 membrane potential dye fluorescence; stronger effect = higher value. Short transient receptor potential channel 6 (Mus musculus), Q61143. B-score at 10 µM. actives 0.13% (n = 310,000);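 active = B-score of the integrated fluorescence ratio above library mean plus 3 SD, and starting fluorescence ratio within library mean plus 5 SD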;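 note: higher score means more depolarization so channel activation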
RGS4 pot: RGS4 potentiators or activators, primary screen, cell-based, HEK293 M3R inducible RGS4, calcium flux. carbachol calcium flux Fluo4; stronger effect = lower value. B-score at 10 µM. actives 0.92% (n = 310,000). AID 463111, 2010;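 active = B-score of the integrated calcium signal more than 4 SD below the library mean, with starting fluorescence not abnormally high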;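 note: negative B-score means reduced calcium response which marks RGS4 activation or potentiation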
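Detection: kinetic calcium fluorescence imaging with Fluo4-AM dye, 2 µM / Material: HEK293 cells with stable M3R and inducible RGS4 / Schedule: recording 10 s baseline at 1 Hz, 100 s post-agonist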
TMEM16A act: TMEM16A chloride channel activators or potentiators, primary screen, cell-based, HTS | Anoctamin-1 (Mus musculus), Q8BHY3 | HEK293 TMEM16A/YFP-H148Q/I152L, iodide quench fluorescence; stronger effect = lower value | B-score at 10 µM | actives 0.3% (n = 340,000);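 active = fluorescence-ratio B-score plate-corrected deviation score at least 3 library SD below zero, with starting fluorescence score within 5 deviations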;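 note: channel opened by trigger with iodide after compound preincubation; score built on the fluorescence ratio of max minus min over baseline; more negative score means more quench and so TMEM16A activation or potentiation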
MrgX1 allo act: positive allosteric modulators of MrgX1, primary screen, HEK293 cells, Fluo-4 calcium flux; Mas-related G-protein coupled receptor member X1 (Homo sapiens), Q96LB2; FDSS; stronger effect = higher value; actives 0.63% (n = 310,000); B-score at 10 µM;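 active = plate-corrected calcium response at least 3 library SD above typical, normal starting fluorescence, not activating the receptor alone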;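 note: compound read alongside a low EC10 to EC30 dose of BAM8-22 agonist; peak minus trough fluorescence over baseline measured at the second addition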
HDAC3 inhib: HDAC3 deacetylase inhibitors, primary screen, biochemical, fluorescence, cell-free homogeneous; actives 0.15% (n = 320,000); Histone deacetylase 3 (Homo sapiens), O15379; recombinant HDAC3, fluorogenic peptide/trypsin coupled; inhibition, % at 8.3 µM; in the data active = inhibition above about 26%, passing the limit was not always enough; inconclusive = no clear call, values can overlap the other calls
Target sequence (O15379 whole entry, looked up): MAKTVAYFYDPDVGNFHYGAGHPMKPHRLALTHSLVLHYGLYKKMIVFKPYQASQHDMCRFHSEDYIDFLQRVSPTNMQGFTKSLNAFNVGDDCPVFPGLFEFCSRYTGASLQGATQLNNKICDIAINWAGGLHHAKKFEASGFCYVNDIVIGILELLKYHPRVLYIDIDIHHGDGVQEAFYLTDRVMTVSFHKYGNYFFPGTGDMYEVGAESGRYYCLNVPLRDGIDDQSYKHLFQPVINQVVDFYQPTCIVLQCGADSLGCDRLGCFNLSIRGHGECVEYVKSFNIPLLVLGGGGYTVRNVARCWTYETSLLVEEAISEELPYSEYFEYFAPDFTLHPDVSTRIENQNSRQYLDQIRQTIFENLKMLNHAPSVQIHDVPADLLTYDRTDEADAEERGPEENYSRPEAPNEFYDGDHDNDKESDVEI
TRPC6 inhibitor: mouse TRPC6 channel inhibitors, primary screen, cell-based, HEK293, membrane potential dye. Short transient receptor potential channel 6 (Mus musculus), Q61143. ACh-evoked depolarization; stronger effect = lower value. B-score at 10 µM. actives 1.1% (n = 310,000). AID 2553, 2010;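 active = B-score under library mean minus 3 SD, initial fluorescence not abnormally high, positive integrated signal ratio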;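 note: B-score derived from integrated fluorescence ratio over the kinetic read; more negative B-score means stronger inhibition of depolarization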
MrgX1 agonist: agonists of human MrgX1 receptor, primary screen, HEK293 cells, Fluo-4 calcium flux. Mas-related G-protein coupled receptor member X1 (Homo sapiens), Q96LB2. Fluo-4 calcium fluorescence, agonist mode; stronger effect = higher value. B-score at 10 µM. actives 0.44% (n = 310,000). AID 588627, 2011;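 active = calcium response B-score plate-corrected fluorescence ratio at least 3 library SD, with starting fluorescence B-score inside 5 SD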
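Test system: HEK293 cells stably expressing human MrgX1 receptor; Input: fifteen thousand cells per well; Dosing: compound delivered in addition one of three; Schedule: overnight seeding, then 1 h dark dye loading; Technique: Fluo-4 NW calcium fluorescence; Measure: B-scored fluorescence response ratio; Controls: positive and negative controls per plate.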
ANO1 block: TMEM16A chloride channel inhibitors, primary screen, cell-based, HTS. Anoctamin-1 (Mus musculus), Q8BHY3. HEK293 TMEM16A/YFP iodide influx fluorescence, ionomycin. normalized B-score (activity score, 25-100; higher = stronger inhibition) at 10 µM. actives 1.2% (n = 310,000). AID 588511, 2011;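 active = ratio plate-corrected score three or more library SD toward inhibition, starting fluorescence score within five deviations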;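 note: score derived from kinetic fluorescence span divided by baseline fluorescence per well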
* = called active by the depositor; i = inactive; ? = inconclusive; / = no result given.

SMILES	MrgX1 antag	RGS4 block	SKKanGAS inh	TRPC6 act	RGS4 pot	TMEM16A act	MrgX1 allo act	HDAC3 inhib	TRPC6 inhibitor	MrgX1 agonist	ANO1 block
Cc1noc(C)c1CS(=O)(=O)Cc1ccc(Cl)cc1	i	i	3	i	i	i	i	5	i	i	i
COC(=O)c1ccccc1Nc1ccccc1	i	i	7	i	i	i	i	0	i	i	i
COC(=O)Nc1ccc(S(=O)(=O)Nc2cnc3ccccc3n2)cc1	i	i	-2	i	i	i	i	-1	i	i	i
FC(F)(F)c1nc(SCc2ccccc2)n[nH]1	i	i	3	i	i	i	i	9	i	i	i
CN(C)/C=N/C(=S)Nc1cc(Cl)cc(Cl)c1	i	i	-17	i	i	i	i	?	i	i	i
Cc1ccc(S(=O)(=O)N/N=C\c2ccc3c(c2)OCO3)cc1	i	i	2	i	i	i	i	7	i	i	i
O=C(c1ccc2c(c1)OCO2)N1CCC(Cc2ccccc2)CC1	i	i	-8	i	i	i	i	9	i	i	i
CCCCn1c(=NC(=O)c2cccnc2)c(C#N)cc2c(=O)n3cccc(C)c3nc21	i	i	14	i	i	i	i	-17	i	i	i
COc1cc(OC)cc(C(=O)NCC(=O)NC(C)CCc2ccccc2)c1 (stereo not drawn)	i	i	-3	i	i	i	i	-3	i	i	i
CCCn1c(C)nc2cc(Cl)c(N3CCN(c4nc(-c5ccc(C)cc5)cs4)CC3)cc21	i	i	26	i	i	i	i	0	i	i	i
Cc1ccc(C2=NN(CC(=O)NCc3cccnc3)C(=O)CC2)cc1	i	i	-5	i	i	/	i	-12	i	i	i
O=C(CCn1c(=S)oc2ccccc21)N1CCCCC1	i	i	-1	i	i	i	i	-4	i	i	i
COCCCNC(=O)c1cc2c(=O)n3cccc(C)c3nc2n(C(C)C)c1=N	i	i	6	i	i	i	i	i	-5*	i	i
CC1CCCC(NC(=O)C2CCC(CNc3c(N4CCCCC4)c(=O)c3=O)CC2)C1C (stereo not drawn)	i	i	-4	i	i	i	i	1	i	i	i
COc1ccnc(Oc2ccc(Cl)cc2)c1C#N	i	i	1	i	i	i	i	-2	i	i	i
O=C(c1ccc(S(=O)(=O)N2CCCC2)cc1)N1CCN(S(=O)(=O)c2cccc(F)c2)CC1	/	i	-11	i	i	i	/	/	i	/	/
O=C(c1cccnc1)N1CCN(c2ccccc2Cl)CC1	i	i	-1	i	i	/	i	0	i	i	i
Cc1[nH]c(C)c(S(=O)(=O)N2CCCCC2)c1C(=O)N1CCCCC1	i	i	-7	i	i	i	i	-3	i	i	i
O=C(c1cc2cc(Cl)ccc2oc1=O)N1CCN(c2ccccn2)CC1	i	i	0	i	i	i	i	-1	i	i	i
COc1ccc(-c2cc(C(F)(F)F)n3nc(C(=O)O)cc3n2)cc1OC	i	i	-1	i	i	i	i	-5	i	i	i
O=C(OCC(=O)c1c[nH]c2ccccc12)c1cc(Br)ccc1O	i	i	-4	i	i	i	i	10	i	i	i
COc1ccc(C(=O)Nc2ccc(S(=O)(=O)Nc3nccc(C)n3)cc2)cc1[N+](=O)[O-]	i	i	2	i	i	i	i	-2	i	i	i
NC(Cc1ccccc1)C(=O)N1CCCCC1 (stereo not drawn)	i	i	1	i	i	i	i	-3	i	i	i
COc1ccc(NC(=O)CC(C(=O)O)N2CCCCC2)cc1 (stereo not drawn)	i	i	-2	i	i	i	i	-3	i	i	i
COC(=O)c1ccc(COc2ncnc3ccccc23)o1	i	i	2	i	i	i	i	-1	i	i	i
CCc1nnc(NS(=O)(=O)c2ccc(NC(=O)C(c3ccccc3)c3ccccc3)cc2)s1	i	i	18	i	i	i	i	7	i	i	i
COc1ccc(OC)c(NC(=O)C(=O)/C=C(\O)c2cc(OC)ccc2OC)c1	i	i	3	i	i	i	i	-2	i	i	i
COc1cccc(C(=O)NC2CC3CCCC(C2)N3Cc2ccc(C)cc2)c1 (stereo not drawn)	i	i	4	i	i	i	i	1	i	i	i
O=C(O)CCSc1nc2ccc(Br)cc2[nH]1	i	i	-8	i	i	i	i	-2	i	i	i
COc1ccc(-c2ccccc2NC(=O)C2CCCN(Cc3ccco3)C2)cc1 (stereo not drawn)	i	i	0	i	i	i	i	-2	i	i	i
Cc1c(Cl)cccc1NC(=O)CCC(=O)c1cccs1	i	i	1	i	i	i	i	-9	i	i	i
CCOCCCn1c(=NC(=O)c2cccs2)c(C#N)cc2c(=O)n3ccccc3nc21	i	i	10	i	i	i	i	-323	i	i	i
CSc1nc2ccccc2n1Cc1cccc([N+](=O)[O-])c1	i	i	-3	i	i	i	i	-2	i	i	i
Cc1ccccc1N/N=C/c1sc(=O)n(Cc2cccc(C(=O)O)c2)c1Cl	i	i	-5	i	i	i	i	14	i	i	25*
COCCn1nnnc1C(c1ccc(C(F)(F)F)cc1)N1CCOCC1 (stereo not drawn)	-5.6*	i	0	i	i	i	i	1	i	i	i
Cc1ccc(-n2nnnc2SCC(=O)Nc2cccnc2Cl)cc1	i	i	4	i	i	i	i	3	i	i	i
C(=N\Nc1ccc2nncn2n1)/c1ccccn1	i	i	3	i	i	i	i	3	i	i	i
Cc1ccc(CN2C(=O)CCC2C(=O)NC2CCCC2)cc1 (stereo not drawn)	i	i	-8	i	i	i	i	-4	i	i	i
COc1ccc(S(=O)(=O)N2CCC(C(=O)NCc3cccc(OC)c3)CC2)cc1	i	i	-5	i	i	i	i	0	i	i	i
CCOc1ccc(C(=O)Nc2ccccc2C(=O)O)cc1	i	i	-7	i	i	i	i	0	i	i	i
Cc1ccc(Sc2ncccc2C(=O)N(C)Cc2cccs2)c(C)c1	i	i	-3	i	i	i	25*	-1	i	i	i
CCOC(=O)c1ccc(N=C2C(=S)N(c3ccc(C(=O)OCC)cc3)C(=N)N2/N=C/c2ccccc2)cc1	i	i	7	i	i	i	i	-5	i	i	i
COC(CNC(=O)Cn1nc(Cc2ccncc2)c2ccccc2c1=O)OC	i	i	-7	i	i	i	i	-3	i	i	i
COc1cc(C2NC(=O)NC(C)=C2C(C)=O)cc(OC)c1OC (stereo not drawn)	i	i	-2	i	i	i	i	-4	i	i	i
Cc1cccc(C(CC(=O)N2CCCC2)c2ccccc2)c1O (stereo not drawn)	i	i	8	i	i	i	i	3	i	i	i
CCn1c(SCC(=O)NC2CCCC2)nnc1C(C)C	i	i	-12	i	i	i	i	0	i	i	i
CC1CCC(N2CCN(c3ncccn3)CC2)C1 (stereo not drawn)	i	i	2	i	i	i	i	-6	i	i	i
COc1cc(/C=N/NC(=O)c2ccccn2)ccc1OC(=O)c1ccc(Br)cc1	i	i	12	i	i	i	i	-4	i	i	i
CC(=O)Cc1nsc(NC(=O)c2ccc(COc3ccc(C)cc3)o2)n1	i	i	5	i	i	i	i	9	i	i	i
Cc1ccc(/C(O)=C2/C(=O)C(=O)N(CCN3CCOCC3)C2c2cccs2)cc1 (stereo not drawn)	i	i	0	i	i	i	i	-5	i	i	i
Cc1ccc(NC(=O)Cn2c(CCC(=O)O)ccc2-c2ccc(Cl)cc2)cc1	i	i	8	i	i	i	i	3	i	i	i
Cc1cc(C)nc(OC(C(=O)O)C(OCCC(C)C)(c2ccccc2)c2ccccc2)n1 (stereo not drawn)	i	i	-5	i	i	i	i	2	i	i	i
CN(Cc1ccccc1NC(=O)c1ccc(S(=O)(=O)N(C)C)cc1)C1CCCCC1	i	i	-6	i	i	/	i	1	i	i	i
CCOC(=O)c1cccc(NC(=O)CSc2nnc(-c3ccoc3C)n2CCOC)c1	i	i	2	i	i	i	i	1	i	i	i
Cc1cccc2c(C(=O)O)cc(-c3cccnc3)nc12	i	i	-23	i	i	i	i	4	i	i	i
CC(C)CCNC(=O)COc1ccc(N(C)S(=O)(=O)c2ccc(F)cc2)cc1	i	i	-9	i	i	i	i	-1	i	i	i
CCC(=O)Nc1ccc(C(=O)Nc2ccc(Br)cc2F)cc1	i	i	4	i	i	i	i	-1	i	i	i
CCN1CCN(c2sc(S(C)(=O)=O)nc2S(=O)(=O)c2ccc(C)cc2)CC1	i	i	-1	i	i	i	i	-3	i	i	i
Cc1ccccc1NC(=O)CSc1nc(COc2ccccc2)nc2ccccc12	i	i	0	i	i	i	i	-5	i	i	i
COc1cc(C=O)ccc1OCc1cccc(Br)c1	i	i	-2	i	i	i	i	-4	i	i	i
(continued)
SMILES	MrgX1 antag	RGS4 block	SKKanGAS inh	TRPC6 act	RGS4 pot	TMEM16A act	MrgX1 allo act	HDAC3 inhib	TRPC6 inhibitor	MrgX1 agonist	ANO1 block
CCCc1nc(SCC(=O)c2ccc(F)cc2)c2ccccc2n1	i	i	6	i	i	i	i	33*	i	i	i
COc1ccc2[nH]c(=O)c(CN(C(=O)NC3CCCCC3)C3CCCC3)cc2c1	i	i	-9	i	i	i	i	-6	i	i	i
CC(OC(=O)CCc1nc2ccccc2c(=O)[nH]1)C(=O)c1ccc(Br)cc1 (stereo not drawn)	i	i	3	i	i	i	i	8	i	i	i
O=c1[nH]c(CN2CCN(S(=O)(=O)/C=C/c3ccccc3)CC2)nc2ccccc12	i	i	2	i	i	i	i	-8	i	i	i
Cc1nc(NC(=O)c2c(-c3ccccc3)noc2C)sc1C(=O)N(C)C	i	i	/	i	i	i	i	1	i	i	i
CC(=O)Nc1ccc(NC(=O)c2ccc(NS(=O)(=O)c3cc(C(C)(C)C)ccc3C)cc2)cc1	i	i	16	i	i	i	i	-33	i	i	i
